Source: PubChem
M4 ag: CHRM4 agonism in calcium assay; P08173; CHO-K1 hM4/Gqi5, Fluo-8 calcium fluorescence; vehicle 0%, full acetylcholine response 100%; activation, % at 3 µM; actives 0.14% (n = 360,000); AID 624127;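 active = activation above the run mean over all test wells plus 3 SD, cut at about 32% in these data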;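 note: peak over basal fluorescence ratio per well then scaled between controls; 0% = DMSO wells and 100% = acetylcholine at EC100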
Target sequence (P08173 whole entry, looked up): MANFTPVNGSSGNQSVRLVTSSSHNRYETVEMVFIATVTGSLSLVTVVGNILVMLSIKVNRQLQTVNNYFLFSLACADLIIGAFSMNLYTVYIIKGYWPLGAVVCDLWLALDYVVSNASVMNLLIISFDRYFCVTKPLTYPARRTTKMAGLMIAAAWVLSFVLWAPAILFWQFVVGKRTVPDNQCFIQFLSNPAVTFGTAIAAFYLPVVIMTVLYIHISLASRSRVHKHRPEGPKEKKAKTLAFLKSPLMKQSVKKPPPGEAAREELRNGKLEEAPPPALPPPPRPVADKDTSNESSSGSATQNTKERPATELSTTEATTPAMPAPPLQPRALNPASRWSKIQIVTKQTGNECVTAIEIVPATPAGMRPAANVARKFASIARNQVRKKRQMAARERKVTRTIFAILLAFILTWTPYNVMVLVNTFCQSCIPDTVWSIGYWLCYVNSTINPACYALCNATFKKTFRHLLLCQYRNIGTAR
CHRM4 PAM: potentiates acetylcholine response at human M4 receptor; P08173; CHO-K1 hM4/Gqi5, Fluo-8 calcium fluorescence, ACh EC20; 0% = ACh EC20, 100% = maximal ACh; activation, % at 3 µM; actives 0.4% (n = 360,000);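 active = activation above its plate's cutoff, the mean activation of sample wells plus 3 SD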; note: some results filed as inactive read as strong as hits
CRFR2-BP ag: agonists of human CRF-binding protein/CRF-R2 receptor complex | HEK293 CRF-R2/CRF-BP, calcium dye fluorescence (FLIPR); percent of saturating CRF peptide response | activation, % at 13.2 µM | actives 0.46% (n = 350,000) | AID 588473;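 active = activation of at least 50%, plus an integration ratio under a set limit after plate pattern correction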;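 note: plate controls were neutral control wells without compound for no effect and CRF at EC100 for full effect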
CHRM1 antagonist: antagonists of human M1 muscarinic receptor. P11229. CHO-K1 hM1, Fluo-8 calcium fluorescence, ACh EC80 antagonist. inhibition, % at 3 µM. actives 1.3% (n = 360,000);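 active = percent inhibition above its own plate's cutoff, namely the mean of that plate's compound wells plus 3 SD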;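 note: peak over basal fluorescence ratio during 140 s after agonist addition; 0% = ACh EC80 plus DMSO and 100% = DMSO alone without agonist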
Target sequence (P11229 whole entry, looked up): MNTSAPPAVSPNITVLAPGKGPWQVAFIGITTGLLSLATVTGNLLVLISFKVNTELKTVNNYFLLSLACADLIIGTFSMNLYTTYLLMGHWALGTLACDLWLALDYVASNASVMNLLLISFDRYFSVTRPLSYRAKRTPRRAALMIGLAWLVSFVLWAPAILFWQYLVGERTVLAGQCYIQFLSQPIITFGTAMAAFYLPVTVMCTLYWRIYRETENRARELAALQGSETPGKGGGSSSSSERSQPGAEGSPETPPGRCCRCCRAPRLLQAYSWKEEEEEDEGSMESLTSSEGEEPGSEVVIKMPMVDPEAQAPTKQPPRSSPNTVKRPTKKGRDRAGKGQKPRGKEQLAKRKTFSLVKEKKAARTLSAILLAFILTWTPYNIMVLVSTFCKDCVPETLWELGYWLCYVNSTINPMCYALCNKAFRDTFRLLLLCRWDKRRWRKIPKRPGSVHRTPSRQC
M1 PAM: human CHRM1 positive allosteric modulation | P11229 | CHO-K1 hM1, Fluo-8 calcium fluorescence, ACh EC20; 0% = ACh EC20, 100% = maximal ACh | activation, % at 3 µM | actives 0.088% (n = 360,000); in the data active = activation above about 19%, passing the limit was not always enough
M5 antag: blocks acetylcholine activation of human M5 receptor | CHO-hM5 cells, Fluo-8 calcium fluorescence, ACh EC80 | inhibition, % at 3 µM | actives 0.59% (n = 360,000) | AID 624040;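 active = inhibition above a per-plate cutoff, the mean of that plate's test compounds plus 3 SD, cut at about 27% in these data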;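 note: 0% = acetylcholine EC80 with DMSO and 100% = DMSO without agonist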
M5 ag: CHRM5 agonism in calcium assay; CHO-K1 hM5 cells, Fluo-8 calcium fluorescence; 0% DMSO wells, 100% maximal acetylcholine response; activation, % at 3 µM; actives 0.19% (n = 360,000); AID 624037;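 active = activation above the run's mean over test compounds plus 3 SD, cut at about 23% in these data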;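 note: signal is peak over basal fluorescence ratio across the kinetic read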
M5 PAM: CHRM5 positive allosteric modulation. P08912. CHO-K1 hM5, Fluo-8 calcium, ACh EC20 PAM; 0% = ACh EC20, 100% = ACh EC100. activation, % at 3 µM. actives 0.3% (n = 360,000);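 active = activation above the run cutoff, the mean activation of all test compounds plus 3 SD, cut at about 18% in these data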
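Probe or stimulus: acetylcholine, EC20 level; Assay system: human M5 receptor in CHO-K1 cells; Schedule: compound preincubation 140 s before EC20 acetylcholine addition; Technique: intracellular calcium via Fluo-8 fluorescence; Dosing: single-point, 3 µM nominal; Read-out basis: percent activation from peak-over-basal fluorescence ratio, scaled EC20-to-EC100 acetylcholine; Repeats: one well per compound, no replicates.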
CHRM4 antagonist: CHRM4 antagonism in calcium assay | inhibition, % at 3 µM | actives 0.73% (n = 360,000) | AID 624125 | CHO-hM4 cells, ACh EC80, Fluo-8 calcium fluorescence | P08173;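 active = inhibition above its plate's cutoff, the mean inhibition of sample wells plus 3 SD, cut at about 27% in these data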;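 note: 0% = acetylcholine EC80 with DMSO and 100% = DMSO without agonist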
Active calls of the source: *.

`CCOc1ccc(N(CC(=O)NCC2CCCO2)C(=O)CCC(=O)Nc2nccs2)cc1` (stereo not drawn) gave M4 ag 1, CHRM4 PAM 6, CRFR2-BP ag 2.5, CHRM1 antagonist -6, M1 PAM 13, M5 antag -9, M5 ag -3, M5 PAM 3 and CHRM4 antagonist -10.
CCOC(=O)c1c(CC(C)C)csc1NC(=O)COC(=O)C1=NNC(=O)CC1 was read as M4 ag 1, CHRM4 PAM 0, CRFR2-BP ag -0.1, CHRM1 antagonist 3, M1 PAM 2, M5 antag 4, M5 ag -2, M5 PAM 0 and CHRM4 antagonist 6.
`COc1ccc(CCSc2nnc(C3CCCCC3)n2N)cc1` gave M4 ag 0, CHRM4 PAM 3, CRFR2-BP ag -1.3, CHRM1 antagonist -14, M1 PAM 11, M5 antag 0, M5 ag -1, M5 PAM 0 and CHRM4 antagonist -6.
Screening CC(O)(c1cccc(F)c1)c1nc(-c2cccc(C(F)(F)F)c2)cs1 (stereo not drawn) returned M4 ag 0, CHRM4 PAM -4, CHRM1 antagonist -1, M1 PAM -7, M5 antag 5, M5 ag 0, M5 PAM -3 and CHRM4 antagonist 7.
`CSc1cccc(NC(=O)CNC(=O)c2ccc3c(c2)OCO3)c1` gave M4 ag 3, CHRM4 PAM 2, CRFR2-BP ag -1.4, CHRM1 antagonist -4, M1 PAM 1, M5 antag -4, M5 ag 1, M5 PAM 3 and CHRM4 antagonist 5.
C=CCNCc1ccc(C(=O)NCCCCCCC)cc1[N+](=O)[O-] was read as M4 ag 2, CHRM4 PAM 0, CRFR2-BP ag -1.7, CHRM1 antagonist 4, M1 PAM -2, M5 antag 6, M5 ag 0, M5 PAM 2 and CHRM4 antagonist -5.
For CC1CCCCC12NC(=O)N(CC(=O)NCCc1ccc(S(N)(=O)=O)cc1)C2=O (stereo not drawn) the results were M4 ag 1, CHRM4 PAM 10, CRFR2-BP ag -1.1, CHRM1 antagonist 4, M1 PAM 4, M5 antag -4, M5 ag 2, M5 PAM 7 and CHRM4 antagonist -2.
For O=[N+]([O-])c1cccc(COc2ccc(CN3CCCCC3)cc2)c1 the results were M4 ag 5, CHRM4 PAM -17, CRFR2-BP ag 4.8, CHRM1 antagonist 87*, M1 PAM -31, M5 antag 15, M5 ag -2, M5 PAM -17 and CHRM4 antagonist 56*.
Screening O=C(CCN=C1NS(=O)(=O)c2ccccc21)NCc1ccccc1F returned M4 ag 2, CHRM4 PAM 2, CRFR2-BP ag 0.1, CHRM1 antagonist -14, M1 PAM 7, M5 antag 9, M5 ag -1, M5 PAM 2 and CHRM4 antagonist 0.
`Cc1ccc(S(=O)(=O)c2nc(-c3ccccc3)oc2SCC(=O)NCC2CCCO2)cc1` (stereo not drawn) gave M4 ag 2, CHRM4 PAM 2, CRFR2-BP ag -1.0, CHRM1 antagonist -13, M1 PAM 6, M5 antag 15, M5 ag -1, M5 PAM 2 and CHRM4 antagonist 9.
Screening O=C(CNC(=O)c1cccc(OC(F)F)c1)OCC(=O)c1ccccc1 returned M4 ag 1, CHRM4 PAM -3, CRFR2-BP ag -0.7, CHRM1 antagonist 5, M1 PAM 5, M5 antag -2, M5 ag 7, M5 PAM 5 and CHRM4 antagonist -3.
Cc1cc(C(=O)Nc2c(F)cc(F)cc2Br)cs1 was read as M4 ag 0, CHRM4 PAM 4, CRFR2-BP ag 0.2, CHRM1 antagonist -15, M1 PAM 9, M5 antag 5, M5 ag -6, M5 PAM 2 and CHRM4 antagonist -2.
CC1CCCN(CCCNS(=O)(=O)c2ccc3c(c2)CCN3C(=O)C2CC2)C1 (stereo not drawn) was read as M4 ag 1, CHRM4 PAM 4, CRFR2-BP ag -0.6, CHRM1 antagonist 2, M1 PAM 0, M5 antag 12, M5 ag -8, M5 PAM -2 and CHRM4 antagonist 4.
`COc1ccc2c(CC(=O)OCC(=O)Nc3cccc(S(N)(=O)=O)c3)coc2c1` gave M4 ag 1, CHRM4 PAM -7, CRFR2-BP ag -3.4, CHRM1 antagonist -17, M1 PAM 3, M5 antag -1, M5 ag 3, M5 PAM -1 and CHRM4 antagonist 5.
`COc1ccccc1NC(=O)c1ccccc1SC` gave M4 ag 0, CHRM4 PAM 3, CRFR2-BP ag -1.2, CHRM1 antagonist -12, M1 PAM -5, M5 antag 7, M5 ag -5, M5 PAM -1 and CHRM4 antagonist 4.
Screening CC(C)C[C@H](NC(=O)N1CCn2c1nc1ccccc12)C(=O)N[C@@H](Cc1ccccc1)C(=O)O returned M4 ag 1, CHRM4 PAM 0, CRFR2-BP ag -1.2, CHRM1 antagonist -7, M1 PAM 4, M5 antag -1, M5 ag 3, M5 PAM -4 and CHRM4 antagonist -3.
For COc1ccc(-c2cc(C)no2)cc1S(=O)(=O)N1CCCN(Cc2ccc(F)cc2)C1 the results were M4 ag 5, CHRM4 PAM -5, CRFR2-BP ag 0.7, CHRM1 antagonist -2, M1 PAM -1, M5 antag 4, M5 ag -4, M5 PAM 1 and CHRM4 antagonist 8.
`COc1ccc(C(=O)Nc2cc3c(cc2Cl)OCCCO3)cc1` gave M4 ag 2, CHRM4 PAM 0, CRFR2-BP ag 0.5, CHRM1 antagonist -10, M1 PAM 4, M5 antag 0, M5 ag -1, M5 PAM 0 and CHRM4 antagonist 4.
For Cc1cc2nc(-c3ccc(SCC(=O)N4CCOCC4)nc3)[nH]c2cc1C the results were M4 ag 19, CHRM4 PAM 1, CRFR2-BP ag -5.9, CHRM1 antagonist 4, M1 PAM -12, M5 antag -4, M5 ag 3, M5 PAM -9 and CHRM4 antagonist -13.
Screening COc1ccc(COc2cc(-c3cccc(OC)c3)nc3ccc(NC(=O)c4ccc(Cl)cc4)cc23)cc1 returned M4 ag 1, CHRM4 PAM 12, CRFR2-BP ag 2.2, CHRM1 antagonist -13, M1 PAM 3, M5 antag 4, M5 ag 0, M5 PAM -3 and CHRM4 antagonist 5.
For O=C(N/N=C/C=C/c1ccccc1)c1cc(C2CC2)[nH]n1 the results were M4 ag 2, CHRM4 PAM -3, CRFR2-BP ag 0.1, CHRM1 antagonist -2, M1 PAM 3, M5 antag -8, M5 ag 5, M5 PAM 6 and CHRM4 antagonist 0.
Screening COc1cc(/C=C/C(=O)Nc2ccc(N3CCCCC3)c(S(=O)(=O)Nc3ccccc3Cl)c2)cc(OC)c1OC returned M4 ag 0, CHRM4 PAM 1, CRFR2-BP ag 2.5, CHRM1 antagonist -4, M1 PAM 6, M5 antag 3, M5 ag 0, M5 PAM 0 and CHRM4 antagonist 4.
Screening CCCn1cc(S(=O)(=O)c2ccc(C)cc2)c(=O)c2cc(OC)c(OC)cc21 returned M4 ag 1, CHRM4 PAM 7, CRFR2-BP ag 0.6, CHRM1 antagonist -9, M1 PAM 15, M5 antag -6, M5 ag 0, M5 PAM 4 and CHRM4 antagonist -7.
For CCOc1ccccc1N1CCN(Cc2cc3c(cc2[N+](=O)[O-])OCO3)CC1 the results were M4 ag 0, CHRM4 PAM -5, CRFR2-BP ag -1.0, CHRM1 antagonist -5, M1 PAM 1, M5 antag 5, M5 ag -4, M5 PAM -2 and CHRM4 antagonist -4.
For CN(c1cccc(Cl)c1)S(=O)(=O)c1cccc(C(=O)Nc2ccc3c(c2)CCC3)c1 the results were M4 ag 0, CHRM4 PAM -13, CRFR2-BP ag 2.0, CHRM1 antagonist 2, M1 PAM -11, M5 antag 9, M5 ag -1, M5 PAM -10 and CHRM4 antagonist 1.
`O=C(O)c1cc([N+](=O)[O-])ccc1NCc1cccnc1` gave M4 ag 0, CHRM4 PAM -3, CRFR2-BP ag -1.3, CHRM1 antagonist 10, M1 PAM -3, M5 antag 17, M5 ag -4, M5 PAM 1 and CHRM4 antagonist 9.
For COc1ccc(OC)c2sc(NC(=O)c3ccc(S(=O)(=O)N(C)C)cc3)nc12 the results were M4 ag 2, CHRM4 PAM 4, CRFR2-BP ag 1.6, CHRM1 antagonist -9, M1 PAM 2, M5 antag -1, M5 ag 3, M5 PAM 0 and CHRM4 antagonist -19.
Screening O=C(C[C@@H]1C=C[C@H](NS(=O)(=O)c2ccccc2F)[C@@H](CO)O1)NCCCN1CCOCC1 returned M4 ag 2, CHRM4 PAM 6, M5 antag 3, M5 ag -2, M5 PAM 2 and CHRM4 antagonist -13.
O=C(CSc1nc2ccccc2n1Cc1ccccc1)N/N=C/c1ccccc1C(=O)O was read as M4 ag 0, CHRM4 PAM -4, CRFR2-BP ag 0.1, CHRM1 antagonist -13, M1 PAM 8, M5 antag 2, M5 ag -1, M5 PAM 2 and CHRM4 antagonist 2.
`CCCCN1C(=O)C(CC(=O)NCCN2CCOCC2)CC(C(=O)N2CCOCC2)=C1C` (stereo not drawn) gave M4 ag 1, CHRM4 PAM 13, CRFR2-BP ag 1.5, CHRM1 antagonist -17, M1 PAM 6, M5 antag 12, M5 ag -1, M5 PAM -2 and CHRM4 antagonist -9.
Cc1cccc(OCC(O)CN2C(C)(C)CC(O)CC2(C)C)c1 (stereo not drawn) was read as M4 ag 1, CHRM4 PAM 14, CRFR2-BP ag -1.2, CHRM1 antagonist 6, M1 PAM -2, M5 antag -11, M5 ag -12, M5 PAM 4 and CHRM4 antagonist 3.
Screening Cc1noc(C)c1S(=O)(=O)N1CCC(C(=O)NC2CCCc3ccccc32)CC1 (stereo not drawn) returned M4 ag 0, CHRM4 PAM -2, CRFR2-BP ag -4.1, CHRM1 antagonist -19, M1 PAM 4, M5 antag -8, M5 ag -3, M5 PAM 3 and CHRM4 antagonist 3.
Cc1ccc(C(c2nnnn2CS(=O)(=O)c2ccc(C)cc2)N2CCCC2)cc1 (stereo not drawn) was read as M4 ag -1, CHRM4 PAM -8, CRFR2-BP ag 6.3, CHRM1 antagonist -6, M1 PAM 8, M5 antag 3, M5 ag -5, M5 PAM 4 and CHRM4 antagonist 3.

Arranged by SMILES length (falling): part of the list above.
`CCCCN1C(=O)C(CC(=O)NCCN2CCOCC2)CC(C(=O)N2CCOCC2)=C1C` (stereo not drawn) gave M4 ag 1, CHRM4 PAM 13, CRFR2-BP ag 1.5, CHRM1 antagonist -17, M1 PAM 6, M5 antag 12, M5 ag -1, M5 PAM -2 and CHRM4 antagonist -9.
For COc1ccc(OC)c2sc(NC(=O)c3ccc(S(=O)(=O)N(C)C)cc3)nc12 the results were M4 ag 2, CHRM4 PAM 4, CRFR2-BP ag 1.6, CHRM1 antagonist -9, M1 PAM 2, M5 antag -1, M5 ag 3, M5 PAM 0 and CHRM4 antagonist -19.
Screening Cc1noc(C)c1S(=O)(=O)N1CCC(C(=O)NC2CCCc3ccccc32)CC1 (stereo not drawn) returned M4 ag 0, CHRM4 PAM -2, CRFR2-BP ag -4.1, CHRM1 antagonist -19, M1 PAM 4, M5 antag -8, M5 ag -3, M5 PAM 3 and CHRM4 antagonist 3.
Cc1ccc(C(c2nnnn2CS(=O)(=O)c2ccc(C)cc2)N2CCCC2)cc1 (stereo not drawn) was read as M4 ag -1, CHRM4 PAM -8, CRFR2-BP ag 6.3, CHRM1 antagonist -6, M1 PAM 8, M5 antag 3, M5 ag -5, M5 PAM 4 and CHRM4 antagonist 3.
For O=C(N/N=C/C=C/c1ccccc1)c1cc(C2CC2)[nH]n1 the results were M4 ag 2, CHRM4 PAM -3, CRFR2-BP ag 0.1, CHRM1 antagonist -2, M1 PAM 3, M5 antag -8, M5 ag 5, M5 PAM 6 and CHRM4 antagonist 0.

No enrichment for hits; any-hit rate near 2.8%.
